Source: PubChem
RTF Ca sens inh: cardiac RTF calcium sensitivity inhibitors, primary screen, biochemical, IANBD-TnC fluorescence, EC70 calcium; Troponin I, cardiac muscle (Homo sapiens) + Troponin T, cardiac muscle (Homo sapiens) + …; IANBD-labeled cardiac RTF, Ca2+ fluorescence; inhibition, % at 7.15 µM; 0.12% of 340,000 active;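 active = inhibition above the mean inhibition of all tested compounds plus 3 SD, cut at about 17% in these data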;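 note: assay run at fixed EC70 calcium of 1.6 mM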
SR-BI DiI-HDL act: activators of SR-BI mediated DiI-HDL uptake, primary screen, ldlA[mSR-BI] CHO cells, DiI fluorescence. 3 h; 100 = double the neutral-control signal. activation, % at 12.5 µM. 0.096% of 320,000 active;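 active = mean replicate activation of at least 60% and every replicate at or above 60%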;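 note: 0% = median plate neutral-control signal and 100% = twice that signal; values of inactives mirror those of a sister screen read the other way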
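System: LDL receptor-deficient CHO ldlA cells overexpressing murine SR-BI | Timing: 3 h uptake period with compound, 37 °C | Medium: HEPES-buffered (25 mM, pH 7.4) F12 plus 0.5% BSA | Dosing: Single-point compound dose | Signal: Bottom-read fluorescence, 550/595 nm | Read-out: Retained DiI signal reflecting DiI-HDL uptake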
CAL PDZ FP-1: CAL PDZ peptide-binding inhibitors, primary screen, biochemical, fluorescence polarization, Cer-tagged CAL PDZ, HTS; Golgi-associated PDZ and coiled-coil motif-containing protein (Homo sapiens), Q9HD26; purified CAL PDZ, TMR-peptide fluorescence polarization, 1 h; inhibition, % at 20 µM; 0.02% of 330,000 active; AID 504414, 2011;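 active = highest replicate inhibition of at least 40%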;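 note: plate controls were DMSO neutral control wells for no effect and unlabeled competitor peptide control wells for full effect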
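System: tagged CAL PDZ domain. Schedule: 1 h room-temperature incubation prior to read. Signal: fluorescence polarization (mP). Measure: percent inhibition from loss of millipolarization.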
Rtt109 Vps75: inhibitors of C. albicans Rtt109/Vps75 HAT, primary screen, biochemical, ThioGlo CoA-SH fluorescence, plate reader; Histone acetyltransferase RTT109 (Candida albicans (strain SC5314 / ATCC MYA-2876)), …; purified Rtt109/Vps75, 4 h; inhibition, % at 34.9 µM; 0.16% of 330,000 active; AID 540336, 2011;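 active = inhibition of at least 50% in every replicate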
Target sequence (Q5AAJ8 whole entry, looked up): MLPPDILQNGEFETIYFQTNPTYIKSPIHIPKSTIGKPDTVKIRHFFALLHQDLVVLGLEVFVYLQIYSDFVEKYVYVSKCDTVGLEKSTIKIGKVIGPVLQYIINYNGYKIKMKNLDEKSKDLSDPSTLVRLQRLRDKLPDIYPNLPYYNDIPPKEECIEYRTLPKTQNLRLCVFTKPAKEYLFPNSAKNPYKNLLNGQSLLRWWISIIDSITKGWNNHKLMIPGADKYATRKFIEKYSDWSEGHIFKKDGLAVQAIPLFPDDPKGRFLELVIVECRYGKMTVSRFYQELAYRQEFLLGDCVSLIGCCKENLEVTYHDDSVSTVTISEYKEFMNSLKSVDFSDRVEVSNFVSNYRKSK
DAGLB inhibitor: DAGLB lipase inhibitors, primary screen, biochemical, fluorescence, HTS; 0.059% of 340,000 active; Diacylglycerol lipase-beta (Homo sapiens), Q8NCG7; inhibition, % at 5.17 µM; HEK293T DAGLB membrane lysate, EnzChek fluorogenic substrate; in the data active = inhibition above about 34%;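 note: 0% = enzyme with vehicle and 100% = wells lacking enzyme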
CAL PDZ FP-2: untagged CAL PDZ binding inhibitors, primary screen, biochemical, fluorescence polarization, HTS. purified CAL PDZ, TMR-peptide fluorescence polarization, 1 h. inhibition, % at 24.9 µM. 0.92% of 300,000 active. AID 602252, 2012;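 active = mean inhibition of at least 30% with at least half of replicates also reaching 30%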;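 note: 0% = DMSO neutral control and 100% = excess unlabeled competitor peptide PRC23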
PKA-R2B activ: activators of PKA-R2B holoenzyme, primary screen, biochemical, fluorescence polarization, Cy5-IP20, human | PKA-R2B holoenzyme dissociation; R2B truncated from residue 108, S112A mutant; 0% DMSO only, 100% 113 µM cGMP | cAMP-dependent protein kinase catalytic subunit beta (Homo sapiens) + cAMP-dependent … | activation, % at 11.4 µM | 0.079% of 340,000 active | AID 504700, 2011;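 active = activation above a cutoff set at the mean over all compounds plus 3 SD, cut at about 18% in these data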;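 note: higher means more holoenzyme dissociation and a rise in polarization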
Target sequence (P31323 whole entry, looked up, other chains not shown, the tested form may be a part): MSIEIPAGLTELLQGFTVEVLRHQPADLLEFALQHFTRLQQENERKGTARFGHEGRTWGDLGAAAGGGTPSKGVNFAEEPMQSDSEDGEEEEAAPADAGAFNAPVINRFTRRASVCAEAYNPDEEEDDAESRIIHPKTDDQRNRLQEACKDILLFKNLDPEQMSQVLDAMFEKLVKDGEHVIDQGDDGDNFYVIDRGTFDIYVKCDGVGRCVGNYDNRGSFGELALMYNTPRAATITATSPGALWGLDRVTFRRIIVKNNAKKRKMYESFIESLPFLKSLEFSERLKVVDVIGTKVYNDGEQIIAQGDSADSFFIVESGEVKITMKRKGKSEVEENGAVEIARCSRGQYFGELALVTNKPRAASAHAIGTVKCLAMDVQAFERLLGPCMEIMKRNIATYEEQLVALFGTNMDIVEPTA
Keap1 Nrf2 FP: Keap1-Nrf2 protein-protein interaction inhibitors, primary screen, biochemical, fluorescence polarization, single point; Keap1 Kelch-Nrf2 peptide fluorescence polarization, 1536-well; inhibition, % at 9.4 µM; 0.15% of 340,000 active; AID 504523, 2011; Kelch-like ECH-associated protein 1 (Homo sapiens), Q14145; in the data active = inhibition above about 12%;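 note: human Keap1 Kelch domain with fluorescein labeled Nrf2 9mer peptide probe; 0% = neutral control wells and 100% = peptide positive control; higher means more block of Keap1 binding to Nrf2 peptide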
RTF Ca sens act: cardiac RTF calcium sensitivity activators, primary screen, biochemical, IANBD-TnC fluorescence, EC20 calcium; Troponin I, cardiac muscle (Homo sapiens) + Troponin T, cardiac muscle (Homo sapiens) + …; IANBD-labeled TnC RTF fluorescence at EC20 calcium; 0% EC20 calcium, 100% full calcium; activation, % at 7.2 µM; 0.24% of 340,000 active;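 active = activation above the mean over all tested compounds plus 3 SD, cut at about 30% in these data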;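 note: rise in fluorescence read as greater calcium sensitivity of cardiac thin filaments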
LANA DNA inh: inhibitors of KSHV C-LANA binding to DNA, primary screen, biochemical, fluorescence polarization, FAM-LBS DNA, MBP-C-LANA, single point; Kaposi's sarcoma herpesvirus LANA C-terminal domain (residues 932-1162) DNA binding; inhibition, % at 9 µM; 0.078% of 340,000 active; AID 504423, 2011;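 active = highest replicate inhibition at or above 60% at 9 µM, even if other replicates fall short; inactive = all replicates below 60% inhibition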;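 note: 0% = neutral control wells and 100% = 4 µM acridine orange control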
Active calls of the source: *; . = not tested or not shown.

RTF Ca sens inh	SR-BI DiI-HDL act	CAL PDZ FP-1	Rtt109 Vps75	DAGLB inhibitor	CAL PDZ FP-2	PKA-R2B activ	Keap1 Nrf2 FP	RTF Ca sens act	LANA DNA inh	Structure
-8	3	-0.7	2	3	.	-7	0	-3	-0.4	O=C(CSc1nc(=O)n(CCCN2CCOCC2)c2c1CCCC2)Nc1ccc(F)cc1
0	8	-0.2	16	-1	7	4	2	-2	-2.8	O=c1c(Br)c(N2CCOCC2)cnn1-c1ccccc1
0	7	0.3	4	1	.	0	-1	1	-1.3	Cc1ccc(CNC(=O)COC(=O)c2cnc(C)cn2)cc1
-5	-22	-2.9	-1	-3	0	16	-2	3	-0.2	O=C(COC(=O)c1ccc(S(=O)(=O)NCc2ccco2)cc1)Nc1ccc(OC(F)F)cc1
-3	8	-0.5	-2	-3	-5	0	-1	-3	-0.8	Cc1ccc(C)c(S(=O)(=O)N2CCN(C(=O)[C@@H]3CCCN3C(=O)c3cccs3)CC2)c1
-10	19	0.0	5	2	5	-10	-4	14	-0.4	O=C(Cn1ncc(Cl)c(Cl)c1=O)N1CCc2ccccc21
-32	-11	-0.1	0	-1	-6	-13	1	-8	0.0	CN1/C(=C\C(=O)c2cccc([N+](=O)[O-])c2)Sc2ccccc21
-14	-20	-0.2	3	4	.	2	-2	5	0.2	CCOc1ccc(-n2c(SCC(N)=O)nc3c([nH]c4ccccc43)c2=O)cc1
-2	20	-0.3	9	-1	.	0	-4	2	-1.0	COc1cccc(/C=C(\CC(=O)O)c2nc3ccccc3s2)c1
-10	4	-0.3	0	4	-11	0	1	-3	-0.2	COc1ccccc1CN1CC(C(=O)NCc2nc3ccccc3n2C)CCC1=O (stereo not drawn)
-7	-13	0.4	.	-2	-3	-5	1	0	-0.5	COc1ccc(N2CCN(C3CCCN(Cc4cccc(OC)c4)C3)CC2)cc1 (stereo not drawn)
-6	11	0.2	-18	-11	1	13	0	-3	-0.4	CC(C)c1ccc(NC(=O)C(c2ccc3c(c2)OCO3)N2CCCCC2)cc1 (stereo not drawn)
-6	8	-0.1	-4	-2	4	-1	3	4	-1.2	O=c1c2ccccc2nc(-c2ccccc2Cl)n1O
0	26	-2.1	-5	-4	5	-8	0	-4	1.0	CCOC(=O)CSc1nn(C)c(=S)s1
-8	-2	-1.2	-5	4	-1	-8	3	-5	-1.1	Cn1c(=O)c2c(nc(SCC(=O)N3c4ccccc4CCc4ccccc43)n2C)n(C)c1=O
11	-30	0.1	15	-7	7	-3	0	5	0.4	Cc1cc(C)cc(NC(=O)Nc2ccc(-n3ccc(C(F)(F)F)n3)cc2)c1
-3	15	-1.1	1	-2	-6	-9	0	7	0.9	COc1ccc(-n2c(CNc3ccc(C)cc3)nnc2SCc2ccccc2)cc1
-2	-1	-1.7	5	3	-5	2	-3	0	-1.4	Nc1cc(=O)[nH]c(SCc2ccc(Cl)cc2)n1
0	25	-1.3	0	-2	-7	3	1	-3	1.5	O=S(=O)(CCc1nc2ccccc2[nH]1)c1ccc(Br)cc1
-6	-67	0.1	2	0	-4	-7	-1	4	0.2	COc1cc(OC)cc(C(=O)Nc2cc(-c3cn4cccnc4n3)ccc2C)c1

By substructure, those above with two or more sulfur atoms (2)
RTF Ca sens inh	SR-BI DiI-HDL act	CAL PDZ FP-1	Rtt109 Vps75	DAGLB inhibitor	CAL PDZ FP-2	PKA-R2B activ	Keap1 Nrf2 FP	RTF Ca sens act	LANA DNA inh	Structure
-3	8	-0.5	-2	-3	-5	0	-1	-3	-0.8	Cc1ccc(C)c(S(=O)(=O)N2CCN(C(=O)[C@@H]3CCCN3C(=O)c3cccs3)CC2)c1
0	26	-2.1	-5	-4	5	-8	0	-4	1.0	CCOC(=O)CSc1nn(C)c(=S)s1

Next section
RTF Ca sens inh	SR-BI DiI-HDL act	CAL PDZ FP-1	Rtt109 Vps75	DAGLB inhibitor	CAL PDZ FP-2	PKA-R2B activ	Keap1 Nrf2 FP	RTF Ca sens act	LANA DNA inh	Structure
8	8	-1.4	-1	0	52*	-6	1	-5	1.6	CC(=O)c1sc(NC(=O)CCCc2nc3ccccc3c(=O)[nH]2)nc1-c1ccccc1
-10	29	0.1	-1	0	-4	3	-3	-1	-0.8	Cc1c(-c2cc(C(=O)O)c3ccccc3n2)cnn1C
-11	-59	-0.4	0	-4	-3	-5	0	4	-1.8	CNC(=O)c1c(NC(=O)c2nc3ccccc3s2)sc2c1CCC2
-11	20	-1.1	8	3	-3	-4	1	0	-0.4	O=C(CCCCCBr)N1CCC(CC2CC(c3ccc(Cl)cc3)=NO2)(C(=O)NCC2CCCCC2)CC1 (stereo not drawn)
-3	-15	0.8	9	-1	3	1	2	0	-0.9	COc1cc(CN2CCNC(=O)C2CC(=O)N2CCCO2)cc(OC)c1 (stereo not drawn)
-1	-24	0.8	22	0	8	4	-4	-1	-2.1	O=C(COc1ccc(NC(=O)c2ccccc2)cc1)c1ccccc1
4	-19	-1.3	2	2	-5	4	-4	5	-0.8	Cc1ccc(-n2c(Cl)c(Cl)[nH]c(=O)c2=O)cc1
-4	17	-0.4	-1	-2	-7	5	0	-7	-1.0	O=C(Nc1nnc(-c2ccc(F)cc2)s1)c1ccco1
-4	-35	-0.8	6	1	-2	-6	-2	-8	0.9	C/C(N)=C(/C#N)C(=O)CSc1nc2ccc(C)cc2[nH]1
1	11	-2.3	2	-14	-9	-2	1	5	0.1	O=C(NCCOc1ccccc1F)Nc1ccc(Br)cc1
-2	7	-1.3	-8	0	.	4	-5	-2	0.5	Cc1oc(-c2ccccc2Cl)nc1CS(=O)(=O)CC(=O)NC1CCCC1
-5	8	-0.6	-12	0	-5	2	-2	7	4.2	O=c1[nH]c(=O)c2nc3ccccc3nc2[nH]1
3	-4	-1.6	6	-6	-4	9	-5	-4	3.3	CC(=O)c1cc2c(cc1NC(=O)CN1CCCCCCC1)OCO2
45*	2	-3.2	1	-1	-5	-4	-2	-9	1.2	Cc1cnc(NC2=NCCC2)s1
-1	-2	0.7	1	1	0	-3	4	3	1.2	Clc1ccc(NCc2nnc3n2CCCCC3)cc1
-6	-57	-0.6	0	-3	.	4	0	-1	-1.4	COc1ccc(-c2cc(-c3ccccc3)nc(-c3ccc4c(c3)NC(=O)CO4)c2)cc1
-14	13	-2.8	9	3	-4	-13	0	16	1.4	COC(=O)c1ccc(NC(=O)c2snnc2-c2ccccc2)cc1
4	2	0.6	6	1	-6	-1	1	-3	-1.1	Cc1cccc(C)c1NC(=O)CCCCCC1NC(=O)NC1C (stereo not drawn)
5	23	0.0	4	-1	-4	-1	0	2	4.4	COc1ccc(C(=O)CSc2ccc3nnc(-c4cccnc4)n3n2)cc1
2	86*	-1.6	4	1	1	2	-4	-7	0.2	CCOc1ccc(/C=C2/C(=N)N3OC(C)=CC3=NC2=O)cc1OC
-2	5	1.0	.	-1	-2	6	-3	-2	-1.9	NC(Cc1ccccc1)C(=O)N1CCCCC1 (stereo not drawn)
-3	22	1.4	-32	0	.	-9	-2	-1	-1.7	Cc1cc(=O)n2nc(N3CCCC(C(=O)NCCCN4CC(C)CC(C)C4)C3)sc2n1 (stereo not drawn)
-5	-19	-1.1	1	0	11	-1	-2	-1	0.1	COc1ccc(CCNC(=O)[C@H](CCSC)NC(=O)N2CCn3c2nc2ccccc23)cc1OC
3	21	0.7	4	1	-1	3	1	4	-0.3	Cc1ccc(C)n1NC(=O)c1ccc(O)cc1
-6	0	-0.3	5	-4	-2	6	-3	0	-1.7	CCOC(=O)C1C(=O)CC(C)(O)C(C(=O)OCC)C1/C=C/c1ccccc1 (stereo not drawn)
-3	-56	.	5	17	42*	-5	4	4	3.0	O=[N+]([O-])c1ccc(N=Nc2c(O)[nH]c3ccc(F)cc23)cc1
-7	-1	-2.2	5	-2	3	-8	-2	-4	0.6	O=C(Nc1ccccn1)C1CCCN(c2ncnc3c2nc2n3CCCCC2)C1 (stereo not drawn)
-5	-47	2.1	6	1	-7	-12	-3	-2	0.7	COc1cc2cc(-c3ccc(O)cc3O)nc(C)c2cc1OC
0	19	.	-1	2	-3	-5	2	5	-2.5	Cc1ccc(-n2c(CCc3ccccc3)n[nH]c2=S)cc1C

Rewritten bar-delimited: 2 of the compounds above
molecule | RTF Ca sens inh | SR-BI DiI-HDL act | CAL PDZ FP-1 | Rtt109 Vps75 | DAGLB inhibitor | CAL PDZ FP-2 | PKA-R2B activ | Keap1 Nrf2 FP | RTF Ca sens act | LANA DNA inh
O=[N+]([O-])c1ccc(N=Nc2c(O)[nH]c3ccc(F)cc23)cc1 | -3 | -56 | . | 5 | 17 | 42* | -5 | 4 | 4 | 3.0
CCOC(=O)C1C(=O)CC(C)(O)C(C(=O)OCC)C1/C=C/c1ccccc1 (stereo not drawn) | -6 | 0 | -0.3 | 5 | -4 | -2 | 6 | -3 | 0 | -1.7
